AMA1 RON2 block: inhibitors of Plasmodium falciparum AMA1-RON2 interaction. AID 720542. AlphaScreen AMA1-biotinylated RON2 peptide binding. 360,000 tested, 0.2% active. Potency, µM (doses to about 58.2 µM), for inactives: top-dose activity change, negative = inhibition, most hits filed as inhibitors;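 also: potency is read from the fitted curve at half-maximal effect; 0% = vehicle wells and -100% = peptide control; nearly all actives have a fitted effect of over 45% in size; some results filed as inactive show a strong effect at the top dose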
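AMA1 (3D7) with his tag at 25 nM final met compounds first, then biotinylated RON2 peptide at 25 nM; detection used donor plus acceptor beads, 10 µg/mL apiece, read by AlphaScreen after 30 min at room temperature.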
FBPA Giardia inh: blocks Giardia fructose-bisphosphate aldolase activity. A8B2U2. purified Giardia FBPA. Potency, µM (doses to about 59.6 µM), for the others: at the top dose activity, negative = inhibition, actives largely listed as inhibitors. 290,000 tested, 0.71% active; also: potency is read from the fitted curve at half-maximal effect; nearly all actives have a fitted effect of over 55% in size
Target sequence (A8B2U2 whole entry, looked up): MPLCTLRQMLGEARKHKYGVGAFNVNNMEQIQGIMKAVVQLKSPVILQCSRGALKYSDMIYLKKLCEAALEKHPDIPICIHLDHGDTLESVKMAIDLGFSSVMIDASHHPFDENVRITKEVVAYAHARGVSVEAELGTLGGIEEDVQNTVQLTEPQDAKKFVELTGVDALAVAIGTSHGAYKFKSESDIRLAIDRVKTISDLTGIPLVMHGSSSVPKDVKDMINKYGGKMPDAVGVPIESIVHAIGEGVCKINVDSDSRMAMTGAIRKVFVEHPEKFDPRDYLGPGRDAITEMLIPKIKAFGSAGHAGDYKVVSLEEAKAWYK
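Giardia FBPA (40 nM reagent) was preincubated 10 min at RT with compound (up to 57.5 uM final), then substrate plus GAPDH/TPI/NAD/arsenate coupling system with diaphorase/resazurin was added; resorufin fluorescence (525/598 nm) was read after 20 min.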
Sm TGR inh: S. mansoni TGR enzyme inhibition | 360,000 tested, 3% active | purified TGR, DTNB reduction, TNB absorbance 405 nm | AID 485364 | Potency, µM (top dose mostly 114 µM), for the others: at the highest dose activity change, negative = inhibition, hits mostly inhibitors; also: potency is read from the fitted curve at half-maximal effect; nearly all actives have a fitted effect of over 60% in size
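First, TGR (20 nM dispensed) and NADPH were mixed with compound. Second, a 15 min room-temperature incubation followed. Third, further NADPH and then DTNB were added to start the reaction. Finally, TNB absorbance was monitored kinetically.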
HCMV inh: inhibitors of human cytomegalovirus; HFF cells, HCMV-luciferase reporter, 72 h; hits give low values; activity change, negative = inhibition, % at 57.5 µM; 410,000 tested, 4.5% active; AID 1259415; in the data active = activity change below about -60%; inconclusive = no clear call, values can overlap the other calls; inactive = above about -39%
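Cell-based, HFFs, 1000 cells/well, 16 h 37C; cpds in DMSO + HCMV-luc, MOI 1 PFU/cell; 72 h 37C; OneGlo luminescence after 5 min RT; norm. to buffer vs Salinomycin 10uM.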
HCV inhibitor: blocks hepatitis C virus | Huh7.5.1 HCVcc-Cre infection, luciferase reporter, 44 h | Potency, µM (doses to about 41.8 µM), for the others: at the top dose activity change, negative = inhibition, most hits filed as inhibitors | 340,000 tested, 3.4% active; also: potency is read from the fitted curve at half-maximal effect
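Compounds are dispensed onto cells plated 4 h earlier at 1,000 per well, with HCVcc-Cre virus (about 0.5 moi) added next. Following 44 h of culture, luminescent signal is measured for 15 sec after 15 min with substrate at room temperature.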
AmpC inh detg: blocks E. coli AmpC beta-lactamase in detergent assay. P00811. 370,000 tested, 0.041% active. AID 485294. Potency, µM (top dose mostly 114 µM), without a hit: at the top dose activity change, negative = inhibition, hits mostly inhibitors. AmpC hydrolysis of nitrocefin, absorbance 480 nm, 0.01% Triton;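 also: potency is read from the fitted curve at half-maximal effect; 0% = no-compound wells and -100% = no-enzyme wells; nearly all actives have a fitted effect of over 25% in size; some results filed as inactive show a strong effect at the top dose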
Target sequence (P00811 whole entry, looked up): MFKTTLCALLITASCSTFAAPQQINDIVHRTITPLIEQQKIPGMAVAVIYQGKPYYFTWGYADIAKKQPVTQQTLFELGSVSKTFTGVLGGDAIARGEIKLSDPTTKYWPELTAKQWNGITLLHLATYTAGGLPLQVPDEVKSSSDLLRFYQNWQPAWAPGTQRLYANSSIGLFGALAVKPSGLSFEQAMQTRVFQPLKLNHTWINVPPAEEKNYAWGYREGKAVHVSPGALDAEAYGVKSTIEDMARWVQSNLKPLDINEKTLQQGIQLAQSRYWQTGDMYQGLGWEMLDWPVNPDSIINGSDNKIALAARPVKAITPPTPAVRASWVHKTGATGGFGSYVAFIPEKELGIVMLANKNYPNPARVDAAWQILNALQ
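20 mM phosphate pH 7.0 + 0.01% (detergent screen) or 0.0001% Triton X-100; 5.3 nM AmpC reagent; cpd preinc 15 min RT; nitrocefin (800 uM stock) to start; A480 q20 s × 4 min; Activity was normalised to no-enzyme and no-compound control wells.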
An asterisk follows results filed as active; u = inconclusive; x = no result given; & = joins results of further samples; [ ] = dose if it differs, or a comment. Unless noted, calls follow the shape of the dose curve; as a rule, active = well fitted curve in the direction sought with a large enough effect; inconclusive = small, poorly fitted or top-dose-only effect, or another doubt; inactive = no such curve, though single readings can be large; an effect the other way counts as inactive or inconclusive. Unless noted, % is scaled to controls: 0 for no effect and ±100 for the full control effect.

#1 Cn1nnnc1CCOCCc1nnnn1C
#2 CCO/N=C(\C)c1c(O)c2ccccc2n(C)c1=O
#3 COc1ccc(C)cc1-n1nnnc1SCc1csc(C)n1
#4 CC(=O)c1cc(-c2ccc(F)cc2)n(CC(=O)NC2CCCCCC2)c1C
#5 Cc1cc(NC(=O)CCC(=O)N(CCc2ccccc2)C(C(=O)NC2CCCC2)c2ccco2)no1 (stereo not given)
#6 CS(=O)(=O)Cc1ccc(C(=O)Nc2cccc(-c3nc4ccccc4[nH]3)c2)cc1
compound no.	1	2	3	4	5	6
AmpC inh detg	-15%	u	-7%	7%	-11%	2%
FBPA Giardia inh	4%	-14%	5%	x	-2%	-19%
HCV inhibitor	16%	2%	-19%	x	1%&-20%	u
AMA1 RON2 block	7%	9%	-12%	x	2%	-15%
Sm TGR inh	-7%	-14%	-4%	10%	0%	5%
HCMV inh	-36	-33	21	0	-1	7

#7 CCN(CC)C(=O)c1[nH]cnc1C(=O)N[C@@H](C)C(=O)OC(C)(C)C
#8 Cc1ccc(CNC(=O)C2c3ccccc3C(=O)N(C)C2c2c[nH]c3ccccc23)o1 (stereo not given)
#9 CCN(CC)C(=S)NCCc1ccccc1
#10 COc1ccc(S(=O)(=O)NCC(=O)O)cc1C(=O)NC1CCCCC1
#11 CCOC(=O)c1cnc2ccc(OC)cc2c1Nc1cccc(C(C)=O)c1
#12 COc1ccc(-c2nn3c(-c4ccccc4)nnc3s2)cc1
compound no.	7	8	9	10	11	12
AmpC inh detg	3%	3%	-3%	3%	-3%	-5%
FBPA Giardia inh	1%	15%	0%	15%	x	0%
HCV inhibitor	u	u	-10%	8%	x	u
AMA1 RON2 block	1%	-4%	-8%	-4%	x	-9%
Sm TGR inh	8%	50µM*	-6%[57.1 µM]	-7%	0%	-5%
HCMV inh	15	21	9	64	-13	3

#13 COc1ccccc1CN1CC(C(=O)NCc2cc(C(C)C)no2)CCC1=O (stereo not given)
#14 COc1ccc2c(CC(=O)Nc3ccccc3OC)coc2c1
#15 COc1cccc(NC(=O)c2sc3nc4n(c(=O)c3c2C)CCC4)c1
#16 CC(=O)N1CCCc2cc(S(=O)(=O)N3CCC(C(=O)NC4CCC(C)CC4)CC3)ccc21 (stereo not given)
#17 COc1ccc(C2(NC(C)=O)CCN(C(=O)c3ccco3)CC2)cc1
#18 O=C(Cc1ccc(Cl)cc1)NCC(=O)N1CCCCCC1
compound no.	13	14	15	16	17	18
AmpC inh detg	-4%	-5%	-4%&20%	-4%	-1%	4%
FBPA Giardia inh	x	1%	x	x	1%	9%
HCV inhibitor	6%	-5%	-13%	x	9%	11%
AMA1 RON2 block	-1%	-3%	17%	x	7%	1%
Sm TGR inh	2%	0%	-4%&8%	9%	-18%	-2%
HCMV inh	-12	11	75&56	-5	7	25

#19 O=S(=O)(c1ccc(NC(=S)NN=C2CCCCC2)cc1)N1CCOCC1
#20 CC(=O)Nc1ccc(S(=O)(=O)NNc2ccc([N+](=O)[O-])cc2)cc1
#21 CCOc1cccc(NC(=O)c2ccc(S(=O)(=O)N(C)C)cc2)c1
#22 CC1CCCCC1NC(=O)CSc1nnc(-c2ccccc2)n1N (stereo not given)
#23 O=C(C[C@H]1C/C=C\CC[C@H](Cc2ccc(F)cc2)C(=O)OC[C@H]2CCCN2C1=O)NCCO
#24 NC(=O)N/N=C1\CCS(=O)(=O)c2ccc(F)cc21
compound no.	19	20	21	22	23	24
AmpC inh detg	-1%	-25%	u	u	x	-5%
FBPA Giardia inh	-25%	-18%	-1%	-2%	x	13%
HCV inhibitor	-12%	-1%	u	-6%	u	6%
AMA1 RON2 block	67%[activator]	u	-2%	-5%	34%[activator]	-6%
Sm TGR inh	-2%	u	7%	5%	x	6%
HCMV inh	55	10	-36	21	-1	-37

#25 COc1cc(NC(=O)CSc2nc3[nH]c(=O)cc(O)c3s2)cc(OC)c1OC
#26 CC(C)C(OC(=O)c1ccco1)C(=O)NCc1ccc2c(c1)OCO2 (stereo not given)
#27 CC(C)N1CN=C(Nc2nc3ccccc3o2)NC1
#28 O=C1CN(C(=O)COC(=O)c2ccccc2Br)c2ccccc2N1
#29 CC(=O)Nc1ccc(NC(=O)C(C)OC(=O)C2(c3ccc(F)cc3)CCCC2)cc1 (stereo not given)
#30 CN(Cc1ccccc1)C(=O)c1ccc(NC(=O)Cc2ccc(NC(=O)C3CCN(C(=O)C4CCCCC4)CC3)cc2)cc1
compound no.	25	26	27	28	29	30
AmpC inh detg	1%	-9%	3%	10%	5%	x
FBPA Giardia inh	x	x	0%	x	-10%	x
HCV inhibitor	8%	-14%	-8%	u	u	-16%[8.37 µM]
AMA1 RON2 block	8%	-1%	24%	-17%	0%	-19%
Sm TGR inh	-2%	4%	-3%	2%	-3%	x
HCMV inh	-2	-13	49	-21	-29	-17

#31 O=C(NCC1CCCO1)C(c1ccc(N2CCOCC2)cc1)N(C(=O)Cn1nnc2ccccc21)c1ccccc1F (stereo not given)
#32 O=C(NN=C1CCCC1)c1cc(-c2ccccc2)n[nH]1
#33 COc1ccc(S(=O)(=O)N2CCCCC2)cc1NC(=O)c1cccc(S(=O)(=O)N2CC(C)OC(C)C2)c1 (stereo not given)
#34 COC(=O)c1cn(C(=O)/C=C/c2ccc(OC)c(OC)c2)c2ccccc12
#35 CC(=O)c1cccc(NC(=O)CSc2nnc(-c3ccc(S(=O)(=O)N4CCCC4)cc3)o2)c1
#36 OC(Cn1cncn1)(Cn1cncn1)c1ccc(F)cc1F
compound no.	31	32	33	34	35	36
AmpC inh detg	11%	-16%	x	2%	u	x
FBPA Giardia inh	4%	4%	x	-6%	0%	-1%
HCV inhibitor	10%	2%	-13%	u	-10%	8%
AMA1 RON2 block	0%	62%[activator]	-10%	11%	17%	5%
Sm TGR inh	x	1%	x	x	-29%	x
HCMV inh	11	3	8	-7	49	-36

#37 COc1ccc2cc(Br)ccc2c1CC(=O)N1CCCC1
#38 Cc1noc(C)c1S(=O)(=O)N1CCC(C(=O)NCCCN2CC(C)CC(C)C2)CC1 (stereo not given)
#39 CC(C)(C)c1ccc(S(=O)(=O)/N=C2\C=C(NS(=O)(=O)c3ccccc3)C(=O)c3ccccc32)cc1
#40 CCn1c(C(=O)Nc2ccsc2C(=O)OC)cc2sc(Cl)cc21
#41 CC1(C)C2CCC1(CS(=O)(=O)NC(CC(=O)O)c1cccc(Br)c1)C(=O)C2 (stereo not given)
#42 COc1ccc(Br)c2c1C(=O)CC2
compound no.	37	38	39	40	41	42
AmpC inh detg	-5%	-2%	-7%	-18%	-9%	-15%
FBPA Giardia inh	-14%	6%	u	-2%	2%	0%
HCV inhibitor	-5%	-2%	-19%	7%	18%	10%
AMA1 RON2 block	3%	-2%	-20%	-2%	1%	-3%
Sm TGR inh	12%	-5%	-27%	-2%	1%	35µM*
HCMV inh	-40	-5	-11	32	3	29

#43 COCc1[nH][nH]c(=O)c1C=Nc1ccccc1
#44 N#Cc1ccc(NC(=O)Cn2cnc(S(=O)(=O)N3CCOCC3)c2)cc1
#45 O=S(=O)(c1ccccc1)c1ccccc1/C=N\O
#46 COc1ccc(C(C(=O)NC2CCCCC2)N(Cc2ccco2)C(=O)c2ccccn2)c(OC)c1 (stereo not given)
#47 CC(=NCC1CCCO1)c1c(O)n(-c2ccc(Cl)cc2)c(=O)[nH]c1=O (stereo not given)
#48 Cc1cc(F)ccc1S(=O)(=O)Nc1ccccc1C(=O)Nc1ccccc1-c1nc2ccccc2[nH]1
compound no.	43	44	45	46	47	48
AmpC inh detg	-9%	1%	-1%	-1%	-9%	-3%
FBPA Giardia inh	-2%	x	-7%	4%	6%	-6%
HCV inhibitor	34%[activator]	12%	9%	10%	4%	7.9µM*
AMA1 RON2 block	-4%	-3%	-2%	-8%	-5%	27%
Sm TGR inh	-14%	13%	5%	-23%	13%	-9%
HCMV inh	16	x	-6	0	-2	x

#49 COc1ccccc1C(=O)OCC(=O)NC(=O)NC1CCCCC1
#50 CC(C)(C)c1ccc(C(=O)Nc2cc(-c3ccccc3)nn2-c2ccccc2)cc1
#51 Cc1oc(-c2ccc(Cl)cc2)cc1-c1nn2c(-c3ccoc3C)nnc2s1
#52 COc1ccc(C(=O)COC(=O)CCNS(=O)(=O)c2ccccc2)c(OC)c1
#53 COc1cccc(CNS(=O)(=O)c2c(C)[nH]c(C)c2C(=O)N2CCCCC2)c1
#54 CSCCC(N=C(NS(=O)(=O)c1ccccc1)c1ccccc1)C(=O)O (stereo not given)
compound no.	49	50	51	52	53	54
AmpC inh detg	-17%	4%	-9%	u	-10%	4%
FBPA Giardia inh	x	x	u	x	0%	-1%
HCV inhibitor	-14%	x	-17%&25%	u	10%	13%
AMA1 RON2 block	-7%	x	5%	5%	14%	-12%
Sm TGR inh	0%	0%	22µM*	-5%	-2%	1%
HCMV inh	-22	1	25	-28	u	-28

#55 CN(Cc1c(F)cccc1Cl)C(=O)C1CC(=O)N(CCc2ccccc2)C1 (stereo not given)
#56 CCC(C)c1ccc(NC(=O)C2CCN(c3ccc(C(F)(F)F)cn3)CC2)cc1 (stereo not given)
#57 COc1ccc(C(C)NC(=O)c2ccc(Br)cc2)cc1OC (stereo not given)
#58 C=CCNC(=O)CN1c2cccc3cccc(c23)S1(=O)=O
#59 CC(/C=N\NC(=O)Cn1cncn1)=C/c1ccc(C(C)C)cc1
#60 O=C(CN(CC1CCCO1)C(=O)CNS(=O)(=O)c1ccc(Cl)cc1)NCC1CCCO1 (stereo not given)
#61 O=S1(=O)CCOC[C@H](CC2CCCCC2)N1Cc1cccc(F)c1
#62 CCc1ccccc1NS(=O)(=O)c1cc2c(cc1C)n(C)c(=O)c(=O)n2C
compound no.	55	56	57	58	59	60	61	62
AmpC inh detg	11%	-2%	u	1%	-1%	3%	-18%	u
FBPA Giardia inh	3%	4%	3%	-6%	0%	-1%	-12%	1%
HCV inhibitor	20%	-13%	14%	-1%	0%	10%	15%	-18%
AMA1 RON2 block	12%	-10%[2.32 µM]	-2%	0%	4%	-2%	-6%	-4%
Sm TGR inh	3%	0%	-6%	-24%	-5%	-1%	-12%	-24%
HCMV inh	73	-60*	8	1	44	-4	u	4

Pulled by structure from above (six):
#58 C=CCNC(=O)CN1c2cccc3cccc(c23)S1(=O)=O
#56 CCC(C)c1ccc(NC(=O)C2CCN(c3ccc(C(F)(F)F)cn3)CC2)cc1 (stereo not given)
#55 CN(Cc1c(F)cccc1Cl)C(=O)C1CC(=O)N(CCc2ccccc2)C1 (stereo not given)
#59 CC(/C=N\NC(=O)Cn1cncn1)=C/c1ccc(C(C)C)cc1
#57 COc1ccc(C(C)NC(=O)c2ccc(Br)cc2)cc1OC (stereo not given)
#62 CCc1ccccc1NS(=O)(=O)c1cc2c(cc1C)n(C)c(=O)c(=O)n2C
compound no.	58	56	55	59	57	62
AmpC inh detg	1%	-2%	11%	-1%	u	u
FBPA Giardia inh	-6%	4%	3%	0%	3%	1%
HCV inhibitor	-1%	-13%	20%	0%	14%	-18%
AMA1 RON2 block	0%	-10%[2.32 µM]	12%	4%	-2%	-4%
Sm TGR inh	-24%	0%	3%	-5%	-6%	-24%
HCMV inh	1	-60*	73	44	8	4
